PGK inhibitor = qHTS Assay to Find Inhibitors of Phosphoglycerate Kinase. PGK/GAPDH coupled, Kinase-Glo luminescence, 60 min. Phosphoglycerate kinase, glycosomal (Trypanosoma brucei brucei), P07378. actives 0.043% (n = 380,000). Potency, µM (doses to about 57.5 µM), inactives show at the highest dose activity change, negative = inhibition, hits mostly inhibitors; further: potency means the concentration at half of the fitted maximal effect; on the % scale 0 is the no-effect control and ±100 the full control effect; nearly all actives have a fitted effect of over 60% in size
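Luminescent ATP detection (Kinase-Glo Plus) follows a 60-minute room-temperature incubation, with wells lacking PGK as controls. Buffer: 100 mM TEA (pH 7.6), 5 mM MgCl2, 0.01% Tween-20. Coupling enzyme GAPDH (100 nM final) supplies unstable 1,3-BPG in-well.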
Pin1 inhibitor = qHTS Assay to Find Inhibitors of Pin1; Peptidyl-prolyl cis-trans isomerase NIMA-interacting 1 (Homo sapiens), Q13526; Pin1 FP peptide displacement, HiFluor488, 10 min; Potency, µM (doses to about 115 µM), without a hit: at the highest dose activity, negative = inhibition, actives largely listed as inhibitors; actives 0.009% (n = 390,000); active means well fitted inhibition curve with a large enough effect in the polarisation, with a control signal flat, not every such curve was filed as active; inconclusive means small, poorly fitted or top-dose-only effect, or effect the other way, or a change in a side signal; inactive means no such curve, though single readings can be large or run the other way; the % refers to the polarisation; further: potency means the concentration at half of the fitted maximal effect; on the % scale 0 is the no-effect control and ±100 the full control effect
GLS inhibitor = qHTS for Inhibitors of Glutaminase (GLS) | Glutaminase kidney isoform, mitochondrial (Homo sapiens), O94925 | GLS enzymatic activity, qHTS titration | Potency, µM (highest dose often 45.5 µM), for inactives: at the top dose activity change, negative = inhibition, usual class: inhibitors | actives 0.21% (n = 410,000) | AID 624170, 2012; further: potency means the concentration at half of the fitted maximal effect; on the % scale 0 is the no-effect control and ±100 the full control effect
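Human kidney-isoform GLS in 45 mM KH2PO4 pH 8.2, 0.02% Tween-20, with compound, started with 1mM L-Glutamine (added stock). Glutamate oxidase/HRP/Amplex red coupled fluorescence read at start and after 30 min at RT.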
PI4K2A block = qHTS for small molecular inhibitors of PI4K2A | activity change, negative = inhibition, % at 76.9 µM | purified PI4K2A, ADP-Glo luminescence, 1 h; stronger effect = lower value | actives 0.13% (n = 420,000); in the data active means activity change below about -50%; inconclusive means mostly about -30% to -49%;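 further: -100% = wells without enzyme as full effect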
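PI4K2A activity was measured by ADP-Glo luminescence: enzyme (4 ug/mL stock) and phosphatidylinositol (1.2 mM stock) in Tris pH 7.5/MgCl2/EGTA/Triton X-100 buffer were reacted with ATP (300 microM stock) for one hour at ambient temperature.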
rTrxR1 inhibitor = qHTS Assay for Inhibitors of Mammalian Selenoprotein Thioredoxin Reductase 1 (TrxR1): qHTS; Potency, µM (titrated, usually from 114 µM), for the others: at the highest dose activity change, negative = inhibition, most hits filed as inhibitors; Thioredoxin reductase 1, cytoplasmic (Rattus norvegicus), O89049; actives 1% (n = 390,000); recombinant rTrxR1, NADPH fluorescence consumption, selenite substrate; further: potency means the concentration at half of the fitted maximal effect; on the % scale 0 is the no-effect control and ±100 the full control effect; nearly all actives have a fitted effect of over 65% in size
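Rat TrxR1 (90 nM in the dispensed reagent) was pre-reduced with 400 uM NADPH for 5 min at room temperature, then incubated with compound for 15 min. After 400 uM selenite was added, NADPH fluorescence (Ex 340/Em 450 nm) was followed for 8 min.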
TrxR1 substrate = qHTS Assay for Substrates of Mammalian Selenoprotein Thioredoxin Reductase 1 (TrxR1): qHTS | Thioredoxin reductase 1, cytoplasmic (Rattus norvegicus), O89049 | purified TrxR1 substrate turnover, NADPH consumption readout | Potency, µM (series often up to 114 µM), inactives show at the highest dose activity change, negative = substrate turnover | actives 0.01% (n = 390,000); further: potency means the concentration at half of the fitted maximal effect; on the % scale 0 is the no-effect control and ±100 the full control effect; nearly all actives have a fitted effect of over 50% in size
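Rat TrxR1, dispensed at 90 nM, was prereduced with 400 uM NADPH (final) for 5 min at ~22 deg C, then incubated with compound 15 min before 400 uM selenite. A first-read NADPH fluorescence drop versus no-compound background flagged substrates.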
USP1 inh = Inhibitors of USP1/UAF1: Primary Screen. recombinant USP1/UAF1, Ub-Rhodamine cleavage fluorescence. Potency, µM (titrated, usually from 57.1 µM), inactives show at the highest dose activity change, negative = inhibition, most hits filed as inhibitors. actives 0.23% (n = 390,000). AID 743255, 2014; further: potency means the concentration at half of the fitted maximal effect; on the % scale 0 is the no-effect control and ±100 the full control effect; nearly all actives have a fitted effect of over 60% in size; inactives centre near -12
Target sequence (O94782 whole entry, looked up): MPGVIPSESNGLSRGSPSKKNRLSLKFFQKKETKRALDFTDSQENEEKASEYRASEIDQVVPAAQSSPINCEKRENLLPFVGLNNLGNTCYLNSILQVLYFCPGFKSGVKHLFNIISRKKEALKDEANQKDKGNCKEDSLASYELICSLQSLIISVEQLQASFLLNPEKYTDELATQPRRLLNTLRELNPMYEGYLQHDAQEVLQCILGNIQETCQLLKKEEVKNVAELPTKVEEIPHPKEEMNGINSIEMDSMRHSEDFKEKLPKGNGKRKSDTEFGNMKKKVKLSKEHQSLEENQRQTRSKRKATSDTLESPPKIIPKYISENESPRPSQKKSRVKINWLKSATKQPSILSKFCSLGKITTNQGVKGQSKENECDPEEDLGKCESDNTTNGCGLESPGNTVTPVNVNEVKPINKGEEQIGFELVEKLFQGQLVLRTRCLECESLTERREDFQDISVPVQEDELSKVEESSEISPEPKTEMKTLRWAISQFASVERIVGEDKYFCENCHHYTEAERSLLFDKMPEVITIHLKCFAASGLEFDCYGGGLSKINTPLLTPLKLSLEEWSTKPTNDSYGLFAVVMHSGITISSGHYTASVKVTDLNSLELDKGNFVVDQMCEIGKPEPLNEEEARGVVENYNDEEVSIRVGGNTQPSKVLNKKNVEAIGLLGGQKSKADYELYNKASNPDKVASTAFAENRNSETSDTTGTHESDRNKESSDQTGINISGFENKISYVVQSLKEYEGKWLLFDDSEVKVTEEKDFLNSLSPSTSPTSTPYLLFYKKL
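High-throughput fluorogenic screen: 1nM USP1/UAF1 complex, Ub-Rho substrate 150nM final, 50mM HEPES pH 7.8 with 0.5mM EDTA, 0.1 mg/ml BSA, 1mM TCEP and 0.01% Tween-20.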
HP1b chromo inh = HTS for Inhibitors of HP1-beta Chromodomain Interactions with Methylated Histone Tails; Chromobox protein homolog 1 (Homo sapiens), P83916; AlphaScreen HP1-beta / biotin-H3K9me3 peptide binding; Potency, µM (titrated, usually from 114 µM), for inactives: at the top dose activity change, negative = inhibition, most hits filed as inhibitors; actives 0.56% (n = 390,000); further: potency means the concentration at half of the fitted maximal effect; nearly all actives have a fitted effect of over 70% in size; inactives centre near 23
Target sequence (P83916 whole entry, looked up): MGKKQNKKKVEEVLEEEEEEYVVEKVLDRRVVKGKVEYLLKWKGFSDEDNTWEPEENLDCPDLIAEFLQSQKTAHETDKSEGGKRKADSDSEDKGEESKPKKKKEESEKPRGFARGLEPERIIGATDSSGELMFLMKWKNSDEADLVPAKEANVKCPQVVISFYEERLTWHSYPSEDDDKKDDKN
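HP1-beta protein (50 nM final) preincubated 30 min at room temperature with biotinylated H3(1-18)K9me3 peptide (50 nM) in PBS pH 7.4, 0.01% Tween-20, then compound added for 30 min. AlphaScreen streptavidin donor/nickel chelate acceptor beads (10 ug/mL final), 30 min dark, luminescence read.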
IDH1 R132H inh = qHTS for Inhibitors of mutant isocitrate dehydrogenase 1 (IDH1): qHTS | IDH1-R132H enzyme, NADPH consumption, diaphorase/resazurin fluorescence | Potency, µM (top dose mostly 76.6 µM), inactives show at the top dose activity change, negative = inhibition, actives largely listed as inhibitors | actives 0.093% (n = 390,000); further: potency means the concentration at half of the fitted maximal effect; on the % scale 0 is the no-effect control and ±100 the full control effect; nearly all actives have a fitted effect of over 65% in size
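IDH1-R132H (0.5 ug/mL dispensed) in pH 7.5 Tris buffer was preincubated 30 min with compound, then given a substrate mix of 0.016 mM NADPH and 2 mM alpha-KG for 80 min at room temperature; remaining NADPH was read by diaphorase/resazurin fluorescence.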
* marks the source's active call; other numbers are inactive results; i = inactive; u = inconclusive; x = not tested or not shown; [ ] = dose if it differs, or a comment. Unless noted, the call rests on the fitted dose curve; in most records, active means well fitted curve in the direction sought with a large enough effect; inconclusive means small, poorly fitted or top-dose-only effect, or another doubt; inactive means no such curve, though single readings can be large; an effect the other way counts as inactive or inconclusive. These rows are one share of the data, so the mix of outcomes need not match the whole.

SMILES	PGK inhibitor	Pin1 inhibitor	GLS inhibitor	PI4K2A block	rTrxR1 inhibitor	TrxR1 substrate	USP1 inh	HP1b chromo inh	IDH1 R132H inh
CCNc1nc(-c2ccc(OC(F)F)cc2)c(C)s1	-10%	-1%	-3%	1	-8%	-10%	-20%	-10%	15%
O=[N+]([O-])c1ccc(Sc2ncccn2)c([N+](=O)[O-])c1	i	-2%	1%	14	u	-9%[57.1 µM]	0%	10%	7%
Cc1onc(-c2ccccc2Cl)c1C(=O)Nc1c(C)n(C)n(-c2ccccc2)c1=O	-8%	-12%	28%	-1	43%	15%	-2%	34%	0%
COc1cc(C(=O)CSc2nccn2C)cc(OC)c1OC	i	-3%	9%	5	6%	5%[0.457 µM]	u	-6%	7%
O=C(NCCCN1CCOCC1)c1cc2ccccc2o1	6%	-13%	3%	1	-5%	7%[57.1 µM]	6%	10%	4%
CCn1c(O)c(/C=N/N=C2CCCCC2)c2cc(C3=NNC(=O)CC3)ccc21	-1%	17%	u	2	u	-1%	-6%	13%	4%
CC(=O)CCc1ccccc1	-9%	-5%	2%	-2	10%	7%	-6%	14%	-4%
CCOc1ccc(-n2c(=O)c3c4c(sc3n(Cc3cc(=O)n5cc(Cl)ccc5n3)c2=O)CCC4)cc1	-9%	15%	-7%	-3	16%	0%	-18%	30%	4%
COc1ccc(C(C)(C)C)cc1NC(=O)COC(=O)c1cnc(C)cn1	i	1%	2%	5	-8%[57.1 µM]	-7%[57.1 µM]	-2%	27%	6%
Cc1cc(N2C(=O)C3C4C=CC(C4)C3C2=O)ccc1NC(=O)c1cccs1 (configuration not stated)	-19%	0%	4%	2	-3%	-3%	4%	-19%	-2%
Cn1c(SCc2ccccc2[N+](=O)[O-])nnc1-c1cccnc1	-15%	-6%	-1%	-2	21%	6%	-4%	20%	3%
O=C(NCC1CCCO1)c1csc2c1CCCCC2 (configuration not stated)	-9%	-4%	-2%	-1	12%	4%	0%	22%	2%
CCOC(=O)c1c(-c2ccccc2)oc2ccc(NS(=O)(=O)c3cc(C)c(C)cc3C)cc12	-6%	-1%	-4%	-4	20%	18%	-20%	38%[activator]	33%
COc1cc(CNCc2ccc(OC)c(OC)c2OC)cc(OC)c1	8%	-4%	3%	17	-36%	11%	-13%	-50%	5%
O=C(NC(=S)NCCCN1CCOCC1)c1ccc([N+](=O)[O-])cc1	7%	-3%	0%	8	7%[57.1 µM]	9%[57.1 µM]	-15%	15%	11%
CCn1ccc(C(=O)NCc2ccc3c(c2)OCO3)n1	2%	3%	-2%	-1	1%	-3%	-14%	29%	-3%
CN(CC(=O)Nc1ccc(F)cc1)C(=O)c1ccc(-c2ccc(F)cc2)o1	-1%	x	0%	-2	x	x	-14%	x	6%
O=S(=O)(NC1CC1)c1ccc(S(=O)(=O)N(Cc2ccccn2)C2CC2)cc1	3%	0%	-1%	1	13%	-2%	3%	12%	4%
O=C(NCc1ccccc1)C12CN(Cc3ccccc3)CC1C(c1cccc([N+](=O)[O-])c1)=NO2 (configuration not stated)	-1%	11%	-3%	-3	6%[57.1 µM]	-11%[57.1 µM]	-30%	16%	1%
COc1ccc(-c2ccc3[nH]c4c(c3c2)CCN2C(=O)[C@@H]([C@H](C)O)[C@@H](N(C)C(=O)Nc3ccc(F)cc3)C[C@@H]42)cc1	i	x	-2%	2	x	x	-16%	x	-16%
CSc1cccc(-c2nnc(NC(=O)c3cccc(N4C(=O)CCC4=O)c3)o2)c1	-8%	-10%	4%	0	3%	-9%	-6%	7%	-7%
Cc1c(OCC(=O)N2CCC(C(=O)NCCCC(=O)O)CC2)ccc2c1oc(=O)c1ccccc12	-7%	-5%	0%	21	24%	3%	-26%	41%[activator]	2%
Cc1ccc(CNC(=O)C2c3ccccc3C(=O)N3CCc4ccccc4C23)o1 (configuration not stated)	0%	-2%	3%	0	1.8µM*	3%	u	-1%	0%
C=CC1=CCN(S(=O)(=O)C(C)(C)C)[C@H]1CCO	-4%	x	1%	-7	x	x	-24%	x	0%
Cc1ccc(C2NC(=S)NC3=C2C(=O)CC(C)(C)C3)cc1 (configuration not stated)	-10%	-5%	7%	-8	5%[57.1 µM]	5%[57.1 µM]	-25%	26%	-3%
CCC(=O)Nc1ccc2c(c1)ncn2-c1ccccc1C	0%	0%	4%	6	8%	9%[57.1 µM]	-3%	22%	14%
Cc1nn(C)c2c1c(C(F)(F)F)cc(=O)n2CC(=O)NCc1ccc(OC(C)C)cc1	i	11%	-10%	-4	0%[57.1 µM]	-5%[57.1 µM]	-1%	8%	25%
COCCN(C(=O)COC(=O)C12CC3CC(CC(Cl)(C3)C1)C2)c1c(N)n(Cc2ccccc2)c(=O)[nH]c1=O	-1%	4%	-1%	-1	1%	-1%	-30%	21%	1%
CC(=O)c1ccc(NC(=O)c2noc(C(C)C)c2[N+](=O)[O-])cc1	-6%	-3%	-2%	-3	-2%	2%	-23%	37%	0%
CCOC(=O)c1cnc(-c2ccccc2)nc1Oc1cccc(Cl)c1	0%	-4%	6%	-1	-6%	-9%	-11%	82%[activator]	2%
O=[N+]([O-])c1cc(-c2ccc(C(=S)N3CCOCC3)o2)ccc1Cl	-5%	-11%	-15%	0	13%	-4%	u	10µM*	-8%
O=C(/C=C/c1ccccc1)OCC(=O)c1ccc[nH]1	-7%	-5%	0%	-1	8%[57.1 µM]	1%[57.1 µM]	-7%	13%	-7%
CC(C)c1nc2ccc(C(=O)NCc3ccc(F)cc3)cc2o1	-3%	-8%	3%	0	12%[57.1 µM]	0%[57.1 µM]	u	1%[57 µM]	2%
O=C(CSc1nnc(-c2cccs2)n1Cc1ccccc1)N1CCc2ccccc2C1	-3%	9%	2%	-3	-16%	-2%[57.1 µM]	-5%	29%	-7%
CCCCCC(=O)NC(Cc1ccc(OC)c([N+](=O)[O-])c1)C(=O)O (configuration not stated)	x	-10%	0%	0	23%	-1%	-16%	31%	3%
CCOc1cccc(NC(=O)c2cnccc2C(F)(F)F)c1	-4%	-3%	-1%	6	15%[57.1 µM]	-3%	0%	34%[activator]	5%

Copied from the list.
For IDH1 R132H inh, CC(=O)c1ccc(NC(=O)c2noc(C(C)C)c2[N+](=O)[O-])cc1 reads 0%
For TrxR1 substrate, CCC(=O)Nc1ccc2c(c1)ncn2-c1ccccc1C reads 9%[57.1 µM]
For IDH1 R132H inh, COCCN(C(=O)COC(=O)C12CC3CC(CC(Cl)(C3)C1)C2)c1c(N)n(Cc2ccccc2)c(=O)[nH]c1=O reads 1%

Additional compounds:
SMILES	PGK inhibitor	Pin1 inhibitor	GLS inhibitor	PI4K2A block	rTrxR1 inhibitor	TrxR1 substrate	USP1 inh	HP1b chromo inh	IDH1 R132H inh
Cc1oc(-c2ccccc2F)nc1CS(=O)CC(=O)NCc1ccc(Cl)cc1 (configuration not stated)	-5%	0%	3%	11	u	4%	-24%	39%[activator]	0%
CN1CCN(NC(=O)c2cc(-c3cccc(Cl)c3)nc3ccccc23)CC1	-1%	3%	-9%	-19	13%[57.1 µM]	6%[57.1 µM]	-18%	7%	2%
Cc1ccccc1-c1n[nH]nc1C1=CC(=O)C[C@H](c2ccc(F)cc2)C1	-8%	x	7%	-4	x	x	-4%	x	1%
COc1ccc(-c2cc(C(F)(F)F)nc(SCCC(=O)Nc3cc(C)on3)n2)cc1	-6%	-5%	10%	1	-2%	1%	-16%	26%	0%
COc1ccc(CC(=O)OCC(=O)Nc2c(C)n(C)n(-c3ccccc3)c2=O)cc1OC	i	-7%	2%	4	33%	4%	-18%	49%[activator]	1%
C#Cc1ccc([C@H]2C=C(C(=O)OCC=C)O[C@@H](OCCCCO)C2)cc1	-8%	u	-1%	-5	6%	-1%	-17%	0%	0%
Cc1ccc(NC2CCCN(C(=O)CCc3cn[nH]c3)C2)cc1C (configuration not stated)	5%	-2%	21%	-3	-11%	-11%	-1%	-1%	6%
O=C(Cn1ncc2ccc(Cl)cc21)NCc1ccc(F)cc1	-1%	-8%	-14%	0	8%	3%	14%	56%[activator]	8%
COc1ccc(OCCCC(=O)N2CCN(S(=O)(=O)c3cccc(F)c3)CC2)cc1	6%	-2%	-6%	-2	5%	-10%[57.1 µM]	1%	-13%	10%

Source: PubChem BioAssay (National Center for Advancing Translational Sciences (NCATS))
